KDM5B inhibitor: KDM5B demethylase inhibition. Q9UGL1. KDM5B demethylase, FDH-coupled NADH fluorescence (FDH is formaldehyde dehydrogenase). Potency, µM (series often up to 57.7 µM), inactives show top-dose activity change, negative = inhibition, usual class: inhibitors. 220,000 compounds, 2.6% hits; active means well fitted inhibition curve with a large enough effect; inconclusive means small, poorly fitted or top-dose-only effect; inactive means no such curve, though single readings can be large or run the other way; further: 0% is about no effect; nearly all actives have a fitted effect of over 70% in size
Target sequence (Q9UGL1 whole entry, looked up): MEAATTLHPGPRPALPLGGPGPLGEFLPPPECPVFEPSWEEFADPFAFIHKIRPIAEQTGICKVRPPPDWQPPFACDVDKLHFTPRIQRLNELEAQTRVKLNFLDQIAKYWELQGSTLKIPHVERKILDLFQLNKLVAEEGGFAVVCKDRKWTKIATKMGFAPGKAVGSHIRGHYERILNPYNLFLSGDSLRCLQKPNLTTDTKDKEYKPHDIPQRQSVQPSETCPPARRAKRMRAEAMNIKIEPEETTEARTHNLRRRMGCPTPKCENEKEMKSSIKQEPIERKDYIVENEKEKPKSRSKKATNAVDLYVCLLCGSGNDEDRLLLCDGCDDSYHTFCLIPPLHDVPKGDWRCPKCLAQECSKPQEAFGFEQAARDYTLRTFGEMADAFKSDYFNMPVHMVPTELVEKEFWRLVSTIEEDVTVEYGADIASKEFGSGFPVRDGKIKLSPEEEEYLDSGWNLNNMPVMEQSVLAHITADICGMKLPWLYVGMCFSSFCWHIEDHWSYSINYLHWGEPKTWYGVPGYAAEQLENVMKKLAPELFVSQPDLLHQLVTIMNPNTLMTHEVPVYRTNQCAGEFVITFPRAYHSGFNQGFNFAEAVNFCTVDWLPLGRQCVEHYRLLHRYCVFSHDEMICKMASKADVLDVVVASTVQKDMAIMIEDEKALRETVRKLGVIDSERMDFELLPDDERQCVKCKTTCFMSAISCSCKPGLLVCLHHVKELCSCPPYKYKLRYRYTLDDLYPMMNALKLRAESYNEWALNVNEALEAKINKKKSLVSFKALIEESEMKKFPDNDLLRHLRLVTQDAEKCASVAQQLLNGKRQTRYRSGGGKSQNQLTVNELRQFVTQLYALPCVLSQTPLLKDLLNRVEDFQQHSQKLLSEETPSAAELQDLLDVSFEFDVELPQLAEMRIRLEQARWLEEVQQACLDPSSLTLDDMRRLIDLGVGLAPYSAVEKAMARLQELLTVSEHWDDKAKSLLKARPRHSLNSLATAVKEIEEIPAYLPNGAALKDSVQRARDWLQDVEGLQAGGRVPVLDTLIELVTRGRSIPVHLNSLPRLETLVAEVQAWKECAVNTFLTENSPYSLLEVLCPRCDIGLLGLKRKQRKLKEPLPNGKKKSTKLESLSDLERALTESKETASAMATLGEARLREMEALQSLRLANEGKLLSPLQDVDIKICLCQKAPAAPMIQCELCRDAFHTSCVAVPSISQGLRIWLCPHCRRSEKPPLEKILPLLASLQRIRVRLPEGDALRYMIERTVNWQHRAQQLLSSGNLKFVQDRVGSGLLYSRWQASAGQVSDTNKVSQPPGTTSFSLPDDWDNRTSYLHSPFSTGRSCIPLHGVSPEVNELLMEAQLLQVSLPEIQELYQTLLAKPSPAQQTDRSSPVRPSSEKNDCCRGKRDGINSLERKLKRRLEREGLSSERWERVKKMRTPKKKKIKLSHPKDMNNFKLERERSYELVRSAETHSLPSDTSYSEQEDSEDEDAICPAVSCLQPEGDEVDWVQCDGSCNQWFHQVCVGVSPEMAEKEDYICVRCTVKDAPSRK
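Coupled FDH/NAD⁺ fluorescence readout. KDM5BΔAP 200 nM final; compound titration, 10 min RT preincubation; substrate mix 12.5 µM H3K4me3, 25 µM 2-OG, 50 µM Fe(II), 100 µM ascorbate, 0.25 mM NAD⁺, 0.25 U/mL FDH; ΔRFU over 30 min.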
Active calls of the source: *; u = inconclusive; [ ] = another dose, or the depositor's remark. Potency means the concentration at half of the fitted maximal effect.

SMILES	KDM5B inhibitor
O=C(c1cn(C/C=C/c2ccccc2)nn1)N1CCCN(C2CCCCC2)CC1	u
CC(C)N1C(=O)C2(CCCCC2)C1C(=O)NCCCN1CCCCC1 (stereo not drawn)	3%
Cc1ccsc1CN(Cc1ccco1)c1cnc(S(C)(=O)=O)nc1C(=O)Nc1ccc(Cl)cc1	u
CCCNC(=O)c1cc(-c2ccc(Cl)cc2)nc2ccccc12	2%
Cc1ccc(-c2n[nH]c(=O)c3ccccc23)cc1S(=O)(=O)NC(C)(C)C	u
CCOC(=O)c1c(NC(=O)COc2ccc(OC)cc2)sc(C(=O)N(CC)CC)c1C	u
CCc1ccc(NC(=O)Nc2nnc(N(C)C3CCCCC3)s2)cc1	-15%
Cc1cccc(CNC(=O)C2Cn3cccc3C(=O)N2Cc2cccnc2)c1 (stereo not drawn)	-16%
Cc1ccccc1OCC(=O)Nc1cc(-c2cccc(Br)c2)nn1-c1ccccc1	18%
CC(C)C[C@@H]1COc2cc(Br)ccc2S(=O)(=O)N1Cc1cn(Cc2ccc(F)cc2)nn1	12%
CN1CCN(CCc2noc(C3CCCCCN3C)n2)CC1 (stereo not drawn)	-12%
O=C(O)c1cc(NCc2ccc3c(c2)OCO3)ccc1N1CCOCC1	-6%
COC(=O)[C@]12C[C@H](CC(=O)NCCCN3CCCC3=O)C(=O)N(Cc3ccco3)C1=C[C@H](C(C)C)O[C@@H]2C1CC1	2%
Cc1c(C)n(Cc2ccc(F)cc2)c2ccc(C(=O)Nc3ccc(Cl)cc3)cc12	u
CC1(C)CN(C(=O)Cn2cc(C(F)(F)F)ccc2=O)C[C@]1(C)O	5%
CC(=O)c1ccc(NC(=O)C2CC(c3ccc(F)cc3)=NO2)cc1 (stereo not drawn)	5%
CC(C)CC(c1nnnn1C1CCCCC1)N1CCN(C(=O)c2ccco2)CC1 (stereo not drawn)	-10%
O=C(CCN1CCCCC1)Nc1c(-c2ccccc2)c2cc(Br)ccc2[nH]c1=O	-6%
O=C(COc1ccccc1)Nc1ccc(OCc2cc(=O)n3ccsc3n2)cc1	6%
COc1ccc(Cn2c(C(=O)O)c(CNC3CCCC3)c3ccc(OC)cc32)cc1	-60%
COc1cccc(CN2CCc3ccccc3C2)c1OC	u
c1ccc2oc(-c3ccn[nH]3)cc2c1	25%
CCNC(=O)N1CCCC1c1noc(CCC(=O)NC2CCCC2)n1 (stereo not drawn)	15%
Cn1c(=O)c2c(nc(NCc3ccccc3)n2CCC#N)n(C)c1=O	15%
CNC(=O)[C@@H](Cc1ccccc1)N1CCC[C@H]1C(=O)N1CCOCC1	5%[86.2 µM]
O=C(CCCn1c(=O)c2sccc2n(Cc2ccc(Cl)cc2)c1=O)NCc1ccc2c(c1)OCO2	-4%
COc1ccc(N2CC(C(=O)Nc3nnc(SCc4cccnc4)s3)CC2=O)cc1 (stereo not drawn)	12%
Cc1cccnc1-n1c(C)c(C)c2c1ncn1nc(Cc3ccccc3)nc21	-12%
COc1cc(OC)c(OC)cc1/C=N/NC(=O)c1ccc2nc[nH]c2c1	-3%
c1ccc(Nc2nc(NCc3ccco3)c3ccccc3n2)cc1	u
Cc1ccccc1CN1CCN(C(=O)c2cccc3cccnc23)CC1	3%
O=C(Cc1ccsc1)N1CCC2(CC1)CN(Cc1ccccc1)CC2CO (stereo not drawn)	u
CC(=O)Nc1cccc(NC(=O)CSc2cn(CC(=O)N3CCCC3)c3ccccc23)c1	u
CCCCCn1nc(C(=O)N2CCC(n3c(=O)[nH]c4ccccc43)CC2)c2ccccc2c1=O	13%
Cc1ccc(CNC(=O)CN2C(=O)C3(SCC(=O)N3c3ccc(F)c(F)c3)c3ccccc32)cc1 (stereo not drawn)	-15%
COc1ccc(N2CCN(c3cc(C)nc4nncn34)CC2)cc1	8%
COc1ccc(NC(=O)Cn2nc(C)c3c(C)n(-c4ccccc4)nc3c2=O)cc1OC	-14%
COc1ccc(CN2C=C(C(=O)OCc3noc(-c4ccccc4F)n3)C(C)=NS2(=O)=O)cc1	-27%
Cc1cccc(N2CCN(C(=O)CSCc3ccc(F)cc3)CC2)c1C	-19%
Cc1ccc2oc(=O)n(CCC(=O)N3CCc4c(nc(C)[nH]c4=O)C3)c2c1	-5%
Cc1cccc(C(=O)N2C(C(=O)NCc3ccc4c(c3)OCO4)COC23CCC(C)CC3)c1 (stereo not drawn)	-11%
CC(=O)c1ccc(N2CCN(C(=O)Nc3ccc(C(C)C)cc3)CC2)cc1	u
C=CCNC(=O)c1cccn2nccc12	32µM*
CC(C)CCN1CCC2(C1)C(=O)N(c1ccccc1)c1ccccc12 (stereo not drawn)	u
COc1cccc(Nc2ncc(C#N)c(N)n2)c1	-1%
Cc1cn2nc(C(=O)Nc3ccc4c(c3)OCCO4)cc2c(N2CCCC2)n1	25µM*
ClC(=C\c1ccccc1)/C=N/N1CCN(Cc2ccccc2)CC1	6%
CC(C)CN1C(=O)c2cccn2CC1C(=O)NCc1ccc(Cl)cc1 (stereo not drawn)	-26%
CCCNc1nc2ccccc2n2c(C)nnc12	2%
O=S(=O)(c1cccc2nsnc12)N1CCCC1c1ccccc1Cl (stereo not drawn)	6%
COCCNc1nc2c(c(=O)n(C)c(=O)n2C)n1Cc1cccc2ccccc12	10%
O=C(/C=C/c1ccccc1[N+](=O)[O-])OCCCC(=O)c1ccc(Br)cc1	18%
CCOc1ccccc1C(=O)N1CC(=O)Nc2ccc(C)cc2C1c1ccccc1 (stereo not drawn)	-8%
O=C(O)c1cc2c(s1)CN(C1CCCC1)C2	-21%
CCn1nc(C(=O)Nc2ccc(S(=O)(=O)N(C)C)cc2)c2ccccc2c1=O	-12%
CCCCn1c(=O)[nH]c(=O)c2c1nc(COC(=O)C1(C#N)CCCC1)n2C	u
Cc1ccc(NC(=O)c2cc[n+]([O-])cc2)cc1Cl	-2%
O=C(Nc1cc2c(cc1Sc1ccccc1)OCCO2)c1ccc2c(c1)OCCCO2	u
Cc1ccc(CN2CCOc3ccc(C(=O)NCc4ccccc4F)cc3C2)o1	-2%
CC(C)C[C@@H]1N[C@H](C(=O)NCCCN2CCCC2=O)Cc2c[nH]c3cccc1c23	u

As a working copy, 21 of the compounds above:
SMILES	KDM5B inhibitor
O=C(c1cn(C/C=C/c2ccccc2)nn1)N1CCCN(C2CCCCC2)CC1	u
CC(C)N1C(=O)C2(CCCCC2)C1C(=O)NCCCN1CCCCC1 (stereo not drawn)	3%
Cc1ccsc1CN(Cc1ccco1)c1cnc(S(C)(=O)=O)nc1C(=O)Nc1ccc(Cl)cc1	u
CCCNC(=O)c1cc(-c2ccc(Cl)cc2)nc2ccccc12	2%
Cc1ccc(-c2n[nH]c(=O)c3ccccc23)cc1S(=O)(=O)NC(C)(C)C	u
CCOC(=O)c1c(NC(=O)COc2ccc(OC)cc2)sc(C(=O)N(CC)CC)c1C	u
CCc1ccc(NC(=O)Nc2nnc(N(C)C3CCCCC3)s2)cc1	-15%
Cc1cccc(CNC(=O)C2Cn3cccc3C(=O)N2Cc2cccnc2)c1 (stereo not drawn)	-16%
Cc1ccccc1OCC(=O)Nc1cc(-c2cccc(Br)c2)nn1-c1ccccc1	18%
CC(C)C[C@@H]1COc2cc(Br)ccc2S(=O)(=O)N1Cc1cn(Cc2ccc(F)cc2)nn1	12%
CN1CCN(CCc2noc(C3CCCCCN3C)n2)CC1 (stereo not drawn)	-12%
O=C(O)c1cc(NCc2ccc3c(c2)OCO3)ccc1N1CCOCC1	-6%
COC(=O)[C@]12C[C@H](CC(=O)NCCCN3CCCC3=O)C(=O)N(Cc3ccco3)C1=C[C@H](C(C)C)O[C@@H]2C1CC1	2%
Cc1c(C)n(Cc2ccc(F)cc2)c2ccc(C(=O)Nc3ccc(Cl)cc3)cc12	u
CC1(C)CN(C(=O)Cn2cc(C(F)(F)F)ccc2=O)C[C@]1(C)O	5%
CC(=O)c1ccc(NC(=O)C2CC(c3ccc(F)cc3)=NO2)cc1 (stereo not drawn)	5%
CC(C)CC(c1nnnn1C1CCCCC1)N1CCN(C(=O)c2ccco2)CC1 (stereo not drawn)	-10%
O=C(CCN1CCCCC1)Nc1c(-c2ccccc2)c2cc(Br)ccc2[nH]c1=O	-6%
O=C(COc1ccccc1)Nc1ccc(OCc2cc(=O)n3ccsc3n2)cc1	6%
COc1ccc(Cn2c(C(=O)O)c(CNC3CCCC3)c3ccc(OC)cc32)cc1	-60%
COc1cccc(CN2CCc3ccccc3C2)c1OC	u

New compounds follow:
SMILES	KDM5B inhibitor
COc1ccc(CCNC(=O)c2cc3c(N4CCSCC4)nc(C)cn3n2)cc1OC	u
CSc1ccccc1NC(=O)COC(=O)CCc1ccccc1	1%
O=C(O)c1ccc(CC2CCN(Cc3ccccn3)C2)cc1 (stereo not drawn)	-15%
COCCN1C(=O)c2cccn2CC1CNC(=O)C1CCC1 (stereo not drawn)	4%
CCn1cnnc1CC1CCCNC1 (stereo not drawn)	u
CC(C)(C#CC(O)(c1ccccc1)c1ccccc1)[N+](C)(C)Cc1ccccc1	19%
CCc1ccc(NC(=O)C2CC(=O)N(c3n[nH]c4cccc(F)c34)C2)cc1 (stereo not drawn)	35µM*
CCc1ccc(NC(=O)C2CCc3nc(N4CCN(C(=O)C(C)C)CC4)sc3C2)cc1 (stereo not drawn)	2%
O=C(CCc1ccc2c(c1)OCO2)N[C@H](c1cccs1)C1CC(O)C1 (stereo partly drawn)	19%
CCOC(=O)C1(C(C)=O)CC(C(=O)c2ccccc2)C(c2ccccc2)C(C(=O)c2ccccc2)C1 (stereo not drawn)	-2%
COc1ccc2c(c1)CN(C(=O)COCc1ccccc1)CC[C@H]1COC(=O)N21	12%[86.2 µM]
O=C(N1CCC2(CC1)CN(c1ccncn1)CC2CO)C1(c2ccccc2)CC1 (stereo not drawn)	-23%
CCC(=O)N1Cc2ccccc2CC2(CCCN2Cc2ccccn2)C1 (stereo not drawn)	u
Cc1cc(C)cc(NC(=S)NCCN(C2CCCCC2)C2CCCC2)c1	18%
O=C(N1CCC(N[S+](=O)([O-])Cc2ccccc2F)CC1)N1CC2CC(C1)[C@H]1CCCC(=O)N1C2 (stereo partly drawn)	6%
O=C(O)c1cccc(CC2CCN(C(=O)CCCN3CCCCC3=O)C2)c1 (stereo not drawn)	-24%
O=C(CCc1c[nH]c2ccccc12)NCc1ccc(CN2CCCC2)cc1	-13%
CCN(CC)c1ccc(NC(=O)c2cccn2-c2nnc(N3CCCCC3)s2)c(C)c1	u
COCc1nnc(NC(=O)Cn2ccc3ccc(F)cc32)s1	8%
COCCNC(=O)CSc1nc(-c2cc(OC)c(OC)c(OC)c2)[nH]c1-c1ccc(Cl)cc1	u
CCn1ccc(C(=O)N2CCC3(CC2)CC(OCC2CC2)CCO3)n1 (stereo not drawn)	-6%
O=C(CSc1nnc(-c2c[nH]c3ccccc23)o1)N1CCNC1=O	1%
COc1ccc(/C(C)=N/NC(=O)CN(c2ccc(OC)cc2)S(=O)(=O)c2ccccc2)cc1	-5%
C=CCOc1ccc(NC(C)=O)cc1	3%
Nc1c(C(=O)N2CCCCC2)sc2nc3c(cc12)CCCC3	-17%
COc1ccc(-n2nc(C)c3c(=O)c4c([nH]c32)CCCC4)cc1	-28%
CN(C)CCN(C)[C@H]1[C@@H]2OC[C@@H](O2)[C@@H](NCc2cnc3ccccc3c2)[C@@H]1O	-13%[86.2 µM]
O=C(c1ccc(Cn2cccn2)o1)N1CCC2(CCNCC2)CC1	15%
O=C(NCc1ccccc1Cl)c1cnc(N2CCCCC2)c2ccccc12	u
Cn1nc(-c2ccc3c(c2)OCCO3)nc1N1CCCCC1	u
Cc1ccc(NC(=O)CSc2nnc(Cc3csc(C)n3)o2)cc1	-7%
CCn1ncc(N2CCCC(CC(=O)NCc3cc(F)cc(F)c3)C2)cc1=O (stereo not drawn)	-17%
Cc1cc2c(c(=O)n(-c3ccccc3)c(=O)n2CC(=O)N(C)c2ccccc2)n1C	17%
C#CCNC(=O)C[C@@H]1c2nc(NC(=O)C3CCCCC3)sc2C[C@@H]2[C@](C)(CO)[C@H](O)CC[C@]21C	-18%
CC(C)NC(=O)C1CCC(Cn2cnnn2)CC1 (stereo not drawn)	18%
Cc1ccc2c(c1)N(CC(=O)N1CCCCCC1)C(=O)C(C)O2 (stereo not drawn)	21%
CCNC(=O)N[C@H]1CC[C@]2(C)CCC([C@H](C)C(=O)N(C)CCC#N)[C@H](O)[C@H]2[C@@H]1C (stereo partly drawn)	5%[86.2 µM]
Cc1nn(CC(=O)Nc2ccc3nc(CN4CCCCC4)n(C)c3c2)c(=O)c2ccccc12	-9%
CC1=C[C@@H](CNC(=O)CN(C)C)[C@H](C(C)C)C[C@H]1Cc1nnc(-c2ccccc2F)o1	-11%[86.2 µM]
Clc1ccccc1-c1nnc2ccc(SCc3ccco3)nn12	1%
Cc1ccc2c(=O)cc(C(=O)Nc3c(C(=O)c4ccccc4)oc4ccccc34)oc2c1C	-23%
O=C(NCc1ccccc1)O[C@H]1COCCN(c2nc3ccccc3o2)C1	16%[86.2 µM]
Cc1[nH]c2c(C)ccc(C)c2c1CC(=O)N[C@@H]1CCOC[C@H]1OCCO	-6%
Cc1ccc(NC(=O)c2c(C)oc(C)c2C)c(O)c1	6%
CCc1ccc(OCC(=O)OCC(=O)c2cc3ccccc3o2)cc1	30%
O=C1COCCN1C1CCN([S+](=O)([O-])c2cccs2)CC1	4%[149 µM]
CCOc1ccccc1CN1CC[C@H](c2n[nH]c(C)n2)[C@H](NC(=O)C2CCOCC2)C1	-7%
CCCCc1cc(=O)oc2c(C)c(OCC(=O)OC(C)(C)C)ccc12	-20%
Cc1ccccc1CN1C(=O)c2ccccc2S(=O)c2ccc(C(=O)NCc3ccc(Cl)cc3)cc21 (stereo not drawn)	-18%
Cn1c(=O)c2c(ncn2CC(=O)Nc2cccc(Cl)c2)n(C)c1=O	10%
CN(Cc1ccccc1)C(=O)c1ccc2c(c1)N(Cc1ccccc1F)C(=O)c1ccccc1S2(=O)=O	-22%

Some of the compounds tested; the hit share may differ from the screen's.
